Screening data deposited in PubChem by several laboratories.
TNF necrop inh: blocks TNF-alpha induced death of Jurkat FADD-/- cells | Jurkat FADD-/- TNF necroptosis rescue, ATP luminescence, 24 h; 0 = TNF only, 100 = no-TNF cells | hit rate 0.068% among 220,000 | AID 463075 | activation (protection from cell death), % at 10 µM;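 active means activation, meaning protection from cell death, of at least 50% relative to plate controls; inactive means activation below 50%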;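 further: necroptosis triggered by 40 ng/mL TNF-alpha added together with compound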
Wee1 degr inh: blocks degradation of human Wee1 kinase | AID 1321 | hit rate 1.2% among 220,000 | reporter increase, % at 5 µM | HeLa Luc-Wee1K328M stability, luciferase luminescence; 100% = proteasome inhibitor MG132 effect | P30291;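 active means activation above the mean of all tested compounds plus 3 SD, set per screening run, cut at about 8.8% in these data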;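 further: cells exposed to compound for 20 h before luminescence read; 0% = DMSO alone and 100% = MG132 at 30 µM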
RBBP9 inh: inhibitors of human serine hydrolase RBBP9 | O75884 | recombinant RBBP9, FP-Rh probe fluorescence polarization | inhibition, % at 7.94 µM | hit rate 0.2% among 220,000;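 active means inhibition above the campaign mean of all tested compounds plus 3 SD, cut at about 14% in these data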;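 further: plate controls were DMSO wells with RBBP9 for no effect and wells lacking RBBP9 protein for full effect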
Target sequence (O75884 whole entry, looked up): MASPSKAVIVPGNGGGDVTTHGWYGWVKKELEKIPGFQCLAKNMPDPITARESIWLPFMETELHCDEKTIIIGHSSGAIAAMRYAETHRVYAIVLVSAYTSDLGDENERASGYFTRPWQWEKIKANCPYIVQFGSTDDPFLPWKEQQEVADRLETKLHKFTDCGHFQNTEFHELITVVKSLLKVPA
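System: RBBP9 protein / Buffer or medium: Tris/NaCl buffer pH 8.0 with 0.1% Pluronic / Probe or stimulus: Serine-hydrolase probe FP-Rh, 375 nM pre-mixing / Dosing: 7.94 µM single dose, 0.794% DMSO / Times: enzyme-compound preincubation 30 min, then probe labeling 45 min, 25 °C / Technique: fluorescence polarization (mP), excitation 525 nm, emission 598 nm / Replication: singlicate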
BaF3 tox: counter-screen for JAK2V617F inhibitors: parental Ba/F3 viability inhibitors; CellTiter-Glo ATP luminescence; hit rate 1.1% among 220,000; inhibition, % at 5.6 µM;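 active means inhibition above a per-campaign cutoff, the mean inhibition of all tested compounds plus 3 SD, cut at about 27% in these data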;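 further: 0% = DMSO wells and 100% = JAK Inhibitor I control wells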
zfTRPN1 agonist: activates the zebrafish TRPN1 channel; AID 1424; hit rate 0.18% among 220,000; activation, % at 3 µM; HEK293 zebrafish TRPN1-YFP, Fluo-8 calcium fluorescence; 100% = response to 87 µM carbachol;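 active means activation above its plate's cutoff, the mean activation of test wells on that plate plus 3 SD, cut at about 19% in these data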;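 further: 0% = DMSO alone and 100% = 87 µM carbachol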
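Assay system: Zebrafish TRPN1-YFP in HEK293 cells | Incubation: Dye loading 1 h at 37 °C, then 30 min room temperature | Measured by: Kinetic Fluo-8 fluorescence, ex 470-495, em 515-575 nm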
TRPML3 ag: human mucolipin-3 channel agonism; HEK293 TRPML3-YFP, Fluo-8 calcium fluorescence; 100% = the carbachol control signal; AID 1448; activation, % at 3 µM; hit rate 0.29% among 220,000; Q8TDD5;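 active means activation above its plate's cutoff, the mean activation of the plate's test wells plus 3 SD, cut at about 12% in these data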;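 further: 0% = DMSO only wells and 100% = carbachol wells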
Target sequence (Q8TDD5 whole entry, looked up): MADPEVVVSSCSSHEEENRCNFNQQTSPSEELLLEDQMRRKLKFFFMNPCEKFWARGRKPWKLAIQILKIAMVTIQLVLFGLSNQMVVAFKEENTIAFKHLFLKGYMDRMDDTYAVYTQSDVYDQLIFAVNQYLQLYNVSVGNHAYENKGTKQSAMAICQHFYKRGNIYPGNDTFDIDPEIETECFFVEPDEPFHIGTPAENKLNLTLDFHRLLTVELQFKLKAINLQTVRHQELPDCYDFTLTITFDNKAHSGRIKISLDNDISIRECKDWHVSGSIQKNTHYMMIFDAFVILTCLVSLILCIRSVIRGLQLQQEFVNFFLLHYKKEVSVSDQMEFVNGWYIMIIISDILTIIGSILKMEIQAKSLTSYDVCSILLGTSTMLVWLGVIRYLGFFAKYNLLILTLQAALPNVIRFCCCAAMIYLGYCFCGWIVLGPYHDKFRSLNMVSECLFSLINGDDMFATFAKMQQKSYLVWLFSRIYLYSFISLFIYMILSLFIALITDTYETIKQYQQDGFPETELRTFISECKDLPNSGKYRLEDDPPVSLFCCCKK
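Material: TRPML3-YFP stable HEK293 cells | Dosing: One concentration, 3 µM nominal, 0.3% DMSO | Timing: 125 s total fluorescence read per well | Technique: Fluo-8 calcium dye fluorescence, ex 470-495, em 515-575 nm | Measure: Percent activation from peak-to-basal fluorescence ratio, scaled between DMSO and carbachol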
PPC-1+TRAIL kill: compounds killing PPC-1 cancer cells with TRAIL present (potentiator screen, no TRAIL-free arm). cell killing (% activity), % at 4 µM. hit rate 0.41% among 220,000. AID 1443. PPC-1 cells + TRAIL, ATPLite viability luminescence;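 active means cell killing above 50% in the first pass at 4 µM, then a duplicate retest at 5 µM averaging 50% or more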;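 further: plate controls were cells with TRAIL plus DMSO for no effect and medium-only wells lacking cells for full effect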
Ba/F3 V617F tox: lowers viability of Ba/F3 cells expressing EpoR and JAK2V617F; AID 1446; ATP luminescence; inhibition, % at 5.6 µM; hit rate 1.1% among 220,000;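 active means inhibition above the campaign mean plus 3 SD over all tested compounds, cut at about 24% in these data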;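 further: cytokine-independent growth of Ba/F3 cells driven by EpoR plus mutant JAK2; 0% = DMSO-treated cells and 100% = JAK inhibitor I control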
CHOP inhibitor: inhibitors of CHOP induction in ER stress response; hit rate 3.8% among 220,000; inhibition, % at 10 µM; CHO-K1 CHOP-promoter luciferase, tunicamycin-induced, 15-18 h;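 active means compounds that reduced the stress-induced luciferase reporter signal by more than about 70% of percent inhibition, limit read from the data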;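 further: 0% = tunicamycin plus vehicle and 100% = wells without tunicamycin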
An asterisk follows results filed as active; · = no result given. Hits appear at their usual frequency. Share with any hit: about 6.8%.

SMILES	TNF necrop inh	Wee1 degr inh	RBBP9 inh	BaF3 tox	zfTRPN1 agonist	TRPML3 ag	PPC-1+TRAIL kill	Ba/F3 V617F tox	CHOP inhibitor
COc1ccc(N2C(S)=C(C#N)C(=O)NC2c2ccco2)cc1 (stereo not given)	-0.2	3	-9	6	1.3	0.7	18	1	-3
N#Cc1c(N)nc(-c2ccccc2)nc1-c1ccccc1	0.1	0	-9	4	0.3	0.7	6	-1	107*
COc1ccc(-c2nc(SCc3ccccc3)n(S(C)(=O)=O)n2)cc1	1.4	-1	-4	-1	-0.6	-0.2	-12	-4	29
Cn1c(=O)oc2cc(S(=O)(=O)N3CCN(C(=O)c4ccco4)CC3)ccc21	0.5	1	0	1	1.4	0.8	·	-2	·
Cc1[nH]n(-c2ncc(-c3ccccc3)s2)c(=O)c1C(c1ccc(Cl)cc1)C(C#N)C#N (stereo not given)	1.0	0	4	9	0.9	0.6	8	3	17
NC(C(=O)O)C1CC(Cl)=NO1 (stereo not given)	1.1	2	-6	0	0.9	1.0	8	-6	6
O=C(CN(C1CCCCC1)S(=O)(=O)c1ccc(Cl)cc1)NCCCO	-0.1	3	-4	0	0.6	0.7	16	4	-12
CCCc1[nH]c(=O)c(C#N)c2c1CCCC2	-0.2	0	-5	0	-0.8	0.1	10	-2	1
COc1ccc(C(=O)NCC(=O)OCC(=O)NC2CCCC2)cc1	-0.1	2	0	10	-0.3	0.6	15	3	-12
CCOc1ncccc1C(=O)N1CCN(S(=O)(=O)c2ccc(Br)cc2Cl)CC1	1.3	5	3	5	1.8	-0.2	0	1	22
CCOC(=O)c1c(C)[nH]c(C)c1C(=O)CSc1nnnn1-c1ccccc1	-1.5	-1	7	9	-0.6	-0.4	-3	2	-8
C=CCc1cccc(C=Nc2cc(Br)ccc2O)c1O	1.6	0	5	7	0.8	1.1	17	16	98*
Cc1cccc(C)c1OCc1n[nH]c(=S)n1-c1ccccc1	2.0	2	4	-1	-0.1	0.5	-4	-2	-18
CCCCN(CC)CCNC(=O)c1[nH]c(C)c(C(C)=O)c1C	2.0	-3	7	1	-0.3	0.0	8	-2	14
COc1ccc(S(=O)(=O)NC(CC(=O)NC2CCCC2)c2ccco2)cc1 (stereo not given)	0.2	0	-3	5	-0.5	0.2	17	-3	13
Cc1cccc(N/N=C(\C#N)S(=O)(=O)C(C)(C)C)c1	0.4	-2	5	2	2.0	1.4	5	-1	-1
COc1ccc(Nc2nnc(-c3ccccc3)c3ccccc23)cc1C(=O)N1CCCCC1	0.9	0	-4	8	0.5	-0.4	13	0	25
O=C(NCCc1ccc(Cl)cc1)C1CCC(=O)N1Cc1ccc(F)cc1 (stereo not given)	0.0	-3	-9	96*	0.6	0.4	31	-3	23
CCOc1ccc(NC(=O)C2Cc3ccccc3CN2S(=O)(=O)CC)cc1 (stereo not given)	2.3	-2	-5	5	0.3	-0.2	15	1	31
O=[N+]([O-])c1cccc(/C=C/c2nc(C=Nc3ccc4ccccc4c3)c(O)o2)c1	0.2	-3	2	1	1.4	0.7	8	2	-15
Cc1ccc([N+](=O)[O-])cc1NC(=O)C[n+]1ccccc1	1.0	-3	0	6	1.6	0.9	7	0	8
Cc1ccc(NC(=O)c2ccc(Cn3cc(Br)cn3)o2)cc1	-1.8	1	-7	1	-1.3	-1.6	17	-1	36
CCC(NC(=O)COc1ccc([N+](=O)[O-])cc1)c1ccccc1 (stereo not given)	0.8	2	2	8	-2.3	0.0	13	1	5
Cc1onc(-c2c(F)cccc2Cl)c1C(=O)OCC(=O)NC(N)=O	-1.3	2	-8	3	5.3	2.6	19	1	10
OCCn1c(CSc2nc3ccccc3n2CCO)nc2ccccc21	-2.5	-1	-11	4	1.8	0.4	9	4	6
S=c1[nH]nc(CN2CCCC2)n1Cc1ccccc1	0.0	1	-4	0	-0.8	0.0	7	-1	-4
O=C(N/N=C/c1cc2c(cc1[N+](=O)[O-])OCO2)c1cccnc1	1.3	-1	-10	-1	-0.8	0.8	-7	-2	4
COc1ccc(C(=O)Oc2ccc(/C=N/NC(=O)c3ccccc3OC)cc2[N+](=O)[O-])cc1	1.4	-1	-13	9	0.0	0.0	2	4	20
COc1ccc(-n2c(C)cc(/C=C3/SC(=O)N(CC(=O)N4CCOCC4)C3=O)c2C)cc1	-1.4	-1	3	1	0.7	0.4	11	-4	-46
Cc1ccc(OCC(=O)N(Cc2ccc(N(C)C)cc2)C2CCS(=O)(=O)C2)cc1C (stereo not given)	7.1	0	-5	4	-0.9	0.0	-8	-3	2
CCc1c(C)sc(NC(=S)Nc2nc(C)cc(C)n2)c1C(=O)OC	0.5	-1	-1	6	0.2	0.8	7	1	-36
O=C1CNC(=O)/C1=C\c1ccc(O)cc1	1.4	1	-1	9	0.6	1.1	2	4	41
Cc1noc(NS(=O)(=O)c2ccc(NC(=O)COc3ccc(Cl)cc3Cl)cc2)c1C	0.4	-1	-7	4	-1.1	0.4	-18	-2	2
O=C(CO/N=C/c1ccc(Cl)cc1Cl)NNC(=O)c1cccc(Cl)c1	5.1	-4	2	2	-1.8	0.3	10	-6	74*
O=C(NC1CCCCC1)C(c1ccc(F)cc1)N(Cc1ccco1)C(=O)Cn1nnc2ccccc21 (stereo not given)	-1.5	-1	-1	2	-0.2	0.0	2	-1	74*
CC(C)CNC(=O)COC(=O)CCC(=O)c1ccc(Cl)cc1	-0.3	1	-11	4	2.2	0.2	16	2	8
CCCc1nc2oc3ccccc3c(=O)c2c(=O)n1-c1ccc(C)cc1	2.4	10.0*	-10	6	0.0	-0.1	16	4	-27
O=C(Oc1ccc2ccccc2c1Cl)N1CCCC1	0.9	0	-2	3	0.3	0.9	-14	3	-12
COC(=O)c1cnn2c3c(c(C)nc12)CCCC3	-2.5	3	-1	4	0.8	1.0	15	-3	-14
Cc1ccc(S(=O)(=O)NCCNC(=O)c2nonc2N)cc1	0.6	1	3	7	0.1	1.0	14	0	-15
C=CCn1c(N)c(C(=O)N2CCOCC2)sc1=S	-0.2	-1	4	5	1.4	1.0	15	-6	-8
NC(=O)c1c(NC(=O)c2cnccn2)sc2c1CCCC2	-1.1	-1	1	2	0.4	0.7	27	-2	16
Cc1cccc2cc(C#N)c(SCC(=O)Nc3ccccc3N3CCOCC3)nc12	2.6	1	-5	2	0.5	-0.4	30	-4	21
Cc1cc(C)nc(-n2ncc(C#N)c2N)n1	-0.2	-1	6	7	1.1	1.2	6	2	11
CC1CCCC(NC(=O)C2CCC(CNc3c(N4CCCC4)c(=O)c3=O)CC2)C1C (stereo not given)	1.1	5	-1	3	1.3	0.8	12	-1	-8
COc1cc(C(=S)N2CCOCC2)cc(OC)c1OC	0.3	2	-10	4	0.2	1.1	19	0	19
CC(=O)N(Cc1cccnc1)Cc1cc2ccc(C)cc2[nH]c1=O	0.0	-1	2	95*	0.2	0.2	14	-3	5
Cc1c(Cl)cccc1NC(=O)[C@@H](NC(=O)c1ccccc1Cl)C(C)C	1.3	0	-16	14	-0.7	-0.2	6	4	-9
Cc1cc(Br)ccc1SCC(=O)OCC(=O)Nc1ncc(C(F)(F)F)cc1Cl	1.5	3	4	1	0.3	0.8	-2	-4	57
COCCN1CCC(CNCc2c(C(=O)N3CCCCC3)nc3c(C)cccn23)C1 (stereo not given)	-0.3	-1	-5	-2	1.1	1.2	15	-1	10
CCOC(=O)c1cc(C)n(-c2c(C)n(C)n(-c3ccccc3)c2=O)c1C	-0.8	3	-7	9	2.0	1.1	21	3	9
O=C(Cn1c(=O)oc2ccccc21)Nc1n[nH]c(=S)s1	-0.7	0	-7	2	2.5	0.5	0	0	-15
Cc1ccc(Cn2c(N3CCCCCC3)nc3c2c(=O)[nH]c(=O)n3C)cc1	-1.2	-3	-3	9	-2.1	-1.2	-3	6	13
CNC(=O)c1cc2c(=O)n3cc(C)ccc3nc2n(C(C)C)c1=N	-3.5	-1	-1	1	0.7	0.8	22	1	1
O=C(CNC(=S)N(CCCN1CCOCC1)Cc1cccs1)NC1CC1	0.7	0	-1	6	0.8	0.9	7	1	8
CC(C)c1ccc(NC(=O)CSc2n[nH]c(=O)n2Cc2ccco2)cc1	-7.3	1	3	3	6.1	1.9	19	1	27
COCCN(CCOC)C(=O)c1c[nH]c2ccc(S(=O)(=O)N(C)c3ccc(F)cc3)cc2c1=O	-1.1	-1	-8	2	1.3	0.5	7	-3	11
O=C(CNC(=O)c1ccco1)OC(C(=O)c1ccccc1)c1ccccc1 (stereo not given)	-0.9	-1	-2	6	-0.6	-0.2	7	0	17
CC(C)(C)c1nnc(NC(=S)Nc2ccccc2)s1	-0.1	0	-9	3	1.9	1.2	-1	2	-126
O=C(Cn1nc(CNc2ccc(Br)cc2)[n+]2c1CCCCC2)c1ccc([N+](=O)[O-])cc1	-2.3	0	5	3	0.3	0.3	14	1	2

Continuation.
SMILES	TNF necrop inh	Wee1 degr inh	RBBP9 inh	BaF3 tox	zfTRPN1 agonist	TRPML3 ag	PPC-1+TRAIL kill	Ba/F3 V617F tox	CHOP inhibitor
COC(=O)c1ccc(COc2ccccc2/C=N/Nc2cccc(C(=O)O)c2)cc1	-0.1	6	-5	9	1.2	0.4	17	2	15
Cc1cc(=O)c2cc(Br)ccc2[nH]1	0.3	8	2	1	-0.9	0.2	25	-2	-19
CCOc1ccc(C(=O)Nc2ccccc2-c2ccccc2)cc1Cl	-2.0	2	-1	6	0.9	0.5	-4	1	81*
CCOC(=O)C1=C(CC)Nc2ccccc2N=C1NC(=O)CCNC(C)=O	-0.1	-2	2	12	0.6	1.0	6	1	8
CCOC(=O)N1CCN(S(=O)(=O)c2c(C)[nH]c(=O)[nH]c2=O)CC1	1.3	5	-6	8	3.4	0.9	22	-2	0
NC(=O)c1ccc(Br)c(S(=O)(=O)N2CCCCC2)c1	-0.6	-1	-4	4	1.9	1.0	31	2	14
CCOCCCn1cnc2c(c1=O)c1nc3ccccc3nc1n2-c1ccc(C)cc1	-0.1	1	-2	8	1.7	0.0	3	8	28
CN(C)S(=O)(=O)c1ccc(C(=O)NCc2ccccc2)cc1	1.3	-1	-5	-1	-0.1	0.4	-12	-4	18

Three entries already listed, ordered by count of non-hydrogen atoms, falling:
SMILES	TNF necrop inh	Wee1 degr inh	RBBP9 inh	BaF3 tox	zfTRPN1 agonist	TRPML3 ag	PPC-1+TRAIL kill	Ba/F3 V617F tox	CHOP inhibitor
COC(=O)c1ccc(COc2ccccc2/C=N/Nc2cccc(C(=O)O)c2)cc1	-0.1	6	-5	9	1.2	0.4	17	2	15
CCOC(=O)C1=C(CC)Nc2ccccc2N=C1NC(=O)CCNC(C)=O	-0.1	-2	2	12	0.6	1.0	6	1	8
CCOC(=O)N1CCN(S(=O)(=O)c2c(C)[nH]c(=O)[nH]c2=O)CC1	1.3	5	-6	8	3.4	0.9	22	-2	0
